From PubChem
Diaph inh CS = inhibits diaphorase or chemically oxidizes, flagging diaphorase assay artifacts; diaphorase resazurin-to-resorufin fluorescence, NADH, 16 min; bacterial (C. kluyveri) enzyme, not human; hit rate 0.69% among 190,000; inhibition, % at 20 µM;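 active = primary screen inhibition at 20 µM above a set limit, cut at about 50% in these data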;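 also: plate controls were DMSO with full reaction for no effect and wells lacking NADH for full effect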
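Assay system: diaphorase enzyme from Clostridium kluyveri. Quantity: enzyme working solution with 0.14 U/mL diaphorase. Schedule: reaction incubation of 16 min at room temperature. Technique: resorufin fluorescence, excitation 544 nm, emission 590 nm. Controls: No-NADH positive control and DMSO neutral control.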
Diaphorase act = counter-screen for diaphorase-based assays: diaphorase activators and chemical reducers | activation factor at 20 µM | AID 1229 | hit rate 0.005% among 190,000 | Diaphorase/resazurin coupled assay, resorufin fluorescence, 16 min; hits give high values; 1 = vehicle wells, 0 = NADH-free wells;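 active = diaphorase activity raised at least twofold by the compound at 20 µM; inactive = activation factor below 2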
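Material: purified diaphorase enzyme from Clostridium kluyveri / Medium: HEPES pH 7.4 buffer with MgCl2 and Tween 20 / Schedule: enzyme reaction of 16 min at room temperature / Measured by: resorufin fluorescence, excitation 544 nm, emission 590 nm / Evaluation: rise in resorufin formation, marking diaphorase activation or chemical reduction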
Hsp70 activator = Hsp70 transcriptional activation, primary screen | HeLa Hsp70 promoter luciferase reporter, luminescence; scaled: vehicle 0, proteasome-inhibitor control 100% | activation, % at 10 µM | hit rate 0.04% among 200,000 | AID 1203;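 active = activation above the mean across all tested compounds plus 3 SD, cutoff set per campaign, cut at about 5.5% in these data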;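 also: 100% = MG132 at 30 µM as the positive control and 0% = DMSO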
G6PDH counter = L. mesenteroides G6PDH inhibition counter-screen | Purified L. mesenteroides G6PDH, diaphorase/resazurin coupled fluorescence, 45 min | inhibition, % at 5 µM | hit rate 0.12% among 200,000
S1P3 antagonist = antagonists of human S1P3 receptor; AID 485; hit rate 0.27% among 170,000; inhibition, % at 4.98 µM; CHO S1P3 NFAT-BLA reporter, FRET fluorescence, antagonist mode;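 active = inhibition above the plate cutoff, the mean inhibition of test wells on that plate plus 3 SD, cut at about 28% in these data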;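 also: cells challenged with S1P at its EC80 of 0.8 µM; blue over green emission ratio from cleaved BLA substrate after 4 h stimulation; 0% = S1P-stimulated wells and 100% = unstimulated DMSO-only wells; some compounds past the cut are filed as inactive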
PMI act = phosphomannose isomerase (human) activation | purified human PMI, coupled resazurin fluorescence, 20 min; hits give high values; 1 = vehicle control, 0 substrate-free wells | P34949 | hit rate 0.005% among 190,000 | activation factor at 20 µM;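 active = activation factor of 2 or more at 20 µM, relative to plate controls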
PMI act satM6P = PMI (human) activation, high substrate; P34949; coupled PMI enzyme assay, resazurin fluorescence, 20 min; hits give high values; 1 = untreated enzyme, 0 = substrate-free blank; activation factor at 20 µM; AID 1216; hit rate 0.34% among 190,000;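 active = activation factor of 2 or more at 20 µM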
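Test system: human phosphomannose isomerase with PGI, G6PDH, diaphorase coupling enzymes / Doses: 20 µM compound, 1% DMSO / Times: enzyme reaction with compound 20 min at room temperature / Measured by: Diaphorase-driven resazurin-to-resorufin fluorescence, excitation 544, emission 590 nm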
TLR4 MyD88 comp = TLR4-MyD88 interaction inhibition in cells; HeLa CL3-4 TLR4/MyD88 BLA complementation, FRET ratio; inhibition, % at 8.4 µM; hit rate 0.18% among 200,000; in the data active = inhibition above about 25%;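 also: 0% = vehicle and 100% = reference inhibitor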
Target sequence (O00206 whole entry, looked up): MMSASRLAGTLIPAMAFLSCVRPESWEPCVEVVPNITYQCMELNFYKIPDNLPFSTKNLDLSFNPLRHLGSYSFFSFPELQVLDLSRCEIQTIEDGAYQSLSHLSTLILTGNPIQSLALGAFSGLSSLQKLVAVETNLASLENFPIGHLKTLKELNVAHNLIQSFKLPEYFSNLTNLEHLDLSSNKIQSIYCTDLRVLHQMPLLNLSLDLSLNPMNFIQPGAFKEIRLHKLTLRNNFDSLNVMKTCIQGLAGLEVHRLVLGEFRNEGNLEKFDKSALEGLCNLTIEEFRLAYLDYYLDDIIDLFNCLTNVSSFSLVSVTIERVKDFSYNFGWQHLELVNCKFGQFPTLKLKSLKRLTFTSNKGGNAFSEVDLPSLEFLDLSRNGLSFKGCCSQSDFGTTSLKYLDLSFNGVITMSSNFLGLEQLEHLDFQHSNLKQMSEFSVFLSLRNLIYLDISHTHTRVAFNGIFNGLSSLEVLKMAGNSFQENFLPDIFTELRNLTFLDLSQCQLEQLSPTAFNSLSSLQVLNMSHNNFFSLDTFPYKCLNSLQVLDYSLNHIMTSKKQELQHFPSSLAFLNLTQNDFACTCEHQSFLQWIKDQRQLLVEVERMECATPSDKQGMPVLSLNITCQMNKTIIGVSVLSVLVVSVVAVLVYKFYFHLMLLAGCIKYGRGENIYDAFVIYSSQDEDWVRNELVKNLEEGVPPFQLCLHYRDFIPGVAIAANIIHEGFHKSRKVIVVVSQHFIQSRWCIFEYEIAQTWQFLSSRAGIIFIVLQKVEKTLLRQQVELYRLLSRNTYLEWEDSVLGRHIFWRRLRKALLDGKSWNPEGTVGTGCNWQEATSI
Target sequence (Q99836 whole entry, looked up): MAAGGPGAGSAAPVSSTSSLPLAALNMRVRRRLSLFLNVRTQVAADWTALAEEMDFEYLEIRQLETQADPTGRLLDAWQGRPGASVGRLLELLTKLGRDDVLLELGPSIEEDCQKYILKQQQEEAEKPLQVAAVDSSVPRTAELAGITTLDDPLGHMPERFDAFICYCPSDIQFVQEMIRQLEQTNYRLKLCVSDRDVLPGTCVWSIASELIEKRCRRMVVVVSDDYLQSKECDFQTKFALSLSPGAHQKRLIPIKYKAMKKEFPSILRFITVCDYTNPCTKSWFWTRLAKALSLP
DTT redox prof = compounds producing H2O2 with reducing agent – biochemical, NIH compound library profiling, artefact control for MLSCN library redox annotation, primary screen; DTT-dependent redox cycling H2O2, phenol red/HRP absorbance; 100% = 100 µM peroxide control, 0% = buffer; AID 878; activation, % at 10 µM; hit rate 0.03% among 200,000;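 active = activation of at least 50% relative to the plate's high and low controls in the primary single-dose screen; inactive = activation below 50%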;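 also: compound incubated with DTT at 0.8 mM final as the reducing agent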
L major viab = reduces viability of Leishmania major promastigotes | resazurin fluorescence viability | inhibition, % at 10 µM | hit rate 9% among 200,000 | AID 1063;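 also: promastigotes grown with compound for 44 hours at 28 °C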
RAM network inh = blocks the yeast RAM network | hit rate 1.8% among 190,000 | AID 868 | S. cerevisiae dse1pr::URA3 reporter, 5-FOA growth OD615, 2 d; analog-sensitive cbk1-as2 kinase mutant strain | inhibition, % at 50 µM;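 active = inhibition above a set limit, 3 SD over mean compound inhibition, cut at about 8.4% in these data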;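 also: 0% = DMSO-only wells with no growth and 100% = 10 µM 1-NA-PP1 full growth; inhibition rescues growth on 5-FOA so higher OD means more RAM inhibition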
* hit, by the source's call; nt = not tested or not shown. Rule as the data show it, unless noted: active = inhibition above about 50%; inactive = the rest.

Molecule | Diaph inh CS | Diaphorase act | Hsp70 activator | G6PDH counter | S1P3 antagonist | PMI act | PMI act satM6P | TLR4 MyD88 comp | DTT redox prof | L major viab | RAM network inh
Cc1ccc(Cl)cc1Nc1nc(-c2sc(NC(=O)c3ccco3)nc2C)cs1 | 26 | 0.7 | -0.4 | 8 | nt | 0.8 | 0.7 | -10 | -4.5 | 50 | 3.2
Cn1cccc1C(=O)C(=O)Nc1ccccc1C(F)(F)F | 5 | 1 | -0.1 | 11 | -18 | 0.9 | 0.9 | -4 | 0.0 | 3 | 2.9
COc1cc(/C=N/N(C)c2ccccc2)ccc1O | 10 | 0.9 | 0.2 | 2 | nt | 0.8 | 0.9 | -10 | -0.4 | 3 | -0.7
Cc1ccc(-c2csc(NC(=S)NC(=O)c3ccco3)n2)cc1 | 2 | 1 | -0.3 | -3 | 3 | 1.1 | 1.1 | -1 | -0.4 | -8 | 1.6
CN(C)S(=O)(=O)c1ccc(Cl)c(C(=O)OCC(=O)NC(=O)c2cccn2C)c1 | 7 | 0.9 | -0.3 | -1 | 12 | 1 | 1 | -3 | -0.1 | -5 | 2.5
COc1ccc(/C(=C\Nc2ccc(C)c(C)c2)C(C)=O)cc1OC | 15 | 0.8 | -0.2 | -1 | -5 | 0.8 | 0.4 | -4 | -1.0 | 9 | 0.5
COc1ccccc1NC(=O)c1ccc(Br)o1 | 11 | 0.9 | -0.3 | 0 | -12 | 0.9 | 0.8 | 12 | 0.9 | 4 | 0.1
CCCCOc1ccc(NC(=S)Nc2cc(C)nc(SCCCC)n2)cc1 | 2 | 1 | -0.3 | -9 | -2 | 1 | 1 | -23 | -0.4 | -4 | 9.6*
CCC(=O)NC(=S)Nc1ccc(N2CCN(C(=O)c3ccc(Cl)cc3)CC2)cc1 | 6 | 0.9 | -0.5 | 10 | 5 | 1 | 1.1 | 7 | 0.1 | 13 | 2.2
COc1cc2c(cc1NC(=S)Nc1cccc(C)c1)oc1ccccc12 | 10 | 0.9 | -0.3 | -7 | nt | 0.9 | 0.9 | 14 | -0.8 | 2 | 1.9

Shown with each value named: entries from further up.
Cc1ccc(-c2csc(NC(=S)NC(=O)c3ccco3)n2)cc1
  Diaph inh CS = 2
  Diaphorase act = 1
  Hsp70 activator = -0.3
  G6PDH counter = -3
  S1P3 antagonist = 3
  PMI act = 1.1
  PMI act satM6P = 1.1
  TLR4 MyD88 comp = -1
  DTT redox prof = -0.4
  L major viab = -8
  RAM network inh = 1.6

Cc1ccc(Cl)cc1Nc1nc(-c2sc(NC(=O)c3ccco3)nc2C)cs1
  Diaph inh CS = 26
  Diaphorase act = 0.7
  Hsp70 activator = -0.4
  G6PDH counter = 8
  S1P3 antagonist = nt
  PMI act = 0.8
  PMI act satM6P = 0.7
  TLR4 MyD88 comp = -10
  DTT redox prof = -4.5
  L major viab = 50
  RAM network inh = 3.2

More entries follow.
Molecule | Diaph inh CS | Diaphorase act | Hsp70 activator | G6PDH counter | S1P3 antagonist | PMI act | PMI act satM6P | TLR4 MyD88 comp | DTT redox prof | L major viab | RAM network inh
CN1CCN(c2ncnc3c2c(-c2ccccc2)cn3-c2ccc(F)cc2)CC1 | 5 | 1 | -0.2 | 1 | -4 | 1 | 1 | -8 | -0.3 | 58* | 0.3
COc1ccc(C(=O)NNC(=O)c2cc3cc([N+](=O)[O-])ccc3oc2=O)cc1OC | 6 | 0.9 | -0.4 | -13 | -6 | 1 | 1 | -4 | 0.6 | -4 | 5.1
O=C(Nc1ccc2nc(-c3ccccn3)[nH]c2c1)C1CCCCC1 | 8 | 0.9 | -0.1 | -22 | nt | 0.8 | 0.9 | 9 | 2.2 | 100* | -0.3
Cc1ccc(Oc2ccc(NC(=O)Cn3ccsc3=N)cc2)cc1 | -9 | 1.1 | 0.0 | -8 | nt | 1 | 1.1 | 7 | -1.4 | 100* | 1.4
C=CCN1C(=NC(=O)CC)SC2CS(=O)(=O)CC21 (stereo not drawn) | 9 | 0.9 | -0.3 | 1 | nt | 1 | 1.1 | 3 | -2.6 | -6 | -0.9
Nc1nonc1-c1nc2ccccc2n1Cc1ccc(F)cc1 | 9 | 0.9 | 0.2 | 9 | 28 | 0.9 | 1 | -17 | 0.4 | 13 | 4.8
Cc1cccc(NC(=S)N(Cc2ccco2)C(C)c2cccs2)c1 (stereo not drawn) | 10 | 0.9 | -0.3 | 4 | 5 | 1 | 0.9 | -4 | -0.4 | 22 | 1.5
O=C(Nc1ccc(Cl)cc1C(F)(F)F)c1ccccc1 | 9 | 0.9 | -0.1 | 1 | -13 | 0.9 | 1 | -20 | 0.1 | -6 | 2.1
COc1cc2c(C(=O)N3CCN(C)CC3)c(C)n(-c3ccccc3)c2cc1Br | 13 | 0.9 | -0.1 | 6 | nt | 0.9 | 1 | 1 | 1.3 | 12 | 1.5
CC(=O)c1c(C(C)=O)c(C)n(-c2nc(-c3cccs3)c(C)s2)c1C | 20 | 0.8 | -0.1 | -4 | 2 | 0.8 | 0.9 | 0 | 2.2 | 11 | 3.6
CCc1nn(-c2ccccc2)c(N)c1-c1ccc(OC)c(OC)c1 | 4 | 1 | -0.2 | -1 | nt | 1 | 1 | -6 | -0.1 | 0 | 0.3
O=C1C=C(c2ccccc2)OC(c2ccccc2)O1 (stereo not drawn) | nt | nt | -0.1 | 7 | -8 | nt | nt | -10 | -0.6 | 7 | 2.7
O=C(CSc1nnc(CNC(=O)c2c(F)cccc2Cl)o1)Nc1ccc2c(c1)OCO2 | 1 | 1 | -0.1 | 2 | 4 | 1 | 1.1 | 1 | -1.4 | -2 | 1.5
CC(C)c1nc(NCC2CCCO2)c(C#N)c2c1COC(C)(C)C2 (stereo not drawn) | 0 | 1 | -0.2 | 0 | nt | 0.9 | 1 | 5 | 0.9 | 39 | -1.1
Cc1ccc(Nc2c(F)c(F)c(F)c(F)c2C(=O)O)c(C)c1 | 2 | 1 | -0.1 | 2 | -9 | 1.1 | 1.1 | -9 | -0.6 | -7 | 0.5
Cc1ccccc1OCCNC(=O)/C=C/c1ccccc1 | 8 | 0.9 | -0.1 | 6 | 5 | 1 | 1 | -8 | -0.7 | 16 | -0.6
Cc1ccc(NC(=O)C2CC(c3ccc(F)cc3)=NO2)cc1 (stereo not drawn) | 21 | 0.8 | 0.1 | 18 | 11 | 0.9 | 0.9 | 2 | 2.4 | -3 | 2.3
Cc1nc(C)c(C(=O)C2=C(O)C(=O)N(CCN3CCOCC3)C2c2cccs2)s1 (stereo not drawn) | 12 | 0.9 | -0.3 | 1 | 17 | 1.2 | 1.2 | 3 | 2.8 | 1 | 0.8
COc1ccc(S(=O)(=O)N2CCOCC2)cc1NC(=O)COC(=O)C1COc2ccccc2O1 (stereo not drawn) | 14 | 0.9 | -0.6 | 5 | 6 | 0.9 | 0.7 | -6 | -0.2 | 66* | 0.5
CC(C)c1ccc(NC(=O)c2csnn2)cc1 | 11 | 0.9 | -0.2 | 15 | -12 | 0.8 | 0.9 | 5 | 1.6 | 7 | 2.1
CCCCN1C(=O)CN(CCc2ccccc2)C(=O)C1c1ccc(OC)cc1 (stereo not drawn) | 13 | 0.9 | 0.0 | 8 | nt | 1 | 1 | -5 | 2.0 | -9 | 0.4
COc1ccc(OC)c(NC(=O)NNC(=O)CCCOc2ccc(Cl)cc2C)c1 | 22 | 0.8 | -0.4 | 6 | 3 | 0.8 | 1 | -2 | -0.6 | -4 | 2.0
CC(=O)OCC(=O)[C@@]12OC(C)(C)O[C@@H]1C[C@H]1[C@@H]3C[C@H](F)C4=CC(=O)C=C[C@]4(C)[C@@]3(F)[C@@H](O)C[C@@]12C | 4 | 1 | -0.4 | 8 | -22 | 1 | 1 | 2 | -1.4 | -6 | 2.2
O=C(COc1ccccc1)N(Cc1ccco1)C1CCS(=O)(=O)C1 (stereo not drawn) | 2 | 1 | 0.2 | 7 | -9 | 0.8 | 0.9 | -2 | -13 | 2 | 1.8
OC(COc1ccc2c(c1)CCC2)CN1CCN(c2cccc(Cl)c2)CC1 (stereo not drawn) | 21 | 0.8 | -0.4 | 0 | nt | 0.9 | 1 | 7 | 0.5 | 99* | -0.9
CCCSc1cc(N2CCCC2)nc(-c2ccccc2)n1 | 10 | 0.9 | -0.1 | 4 | nt | 0.9 | 1 | -15 | -3.7 | 6 | 1.5
COc1ccc(/C=C/c2nc3ccccc3n2Cc2ccccc2OC)cc1 | 14 | 0.9 | -0.1 | 4 | 8 | 1 | 1.1 | -3 | 1.6 | 65* | 1.0
CCOC(=O)C(CC)Sc1ncnc2c1nnn2-c1ccc(F)cc1 (stereo not drawn) | 14 | 0.9 | 0.4 | 4 | 0 | 0.9 | 0.9 | 1 | 0.8 | 11 | 7.7
Cc1ccc(NS(=O)(=O)c2ccc(N3CCN(c4ccc(O)cc4)CC3)c([N+](=O)[O-])c2)c(C)c1 | 26 | 0.7 | -0.2 | -2 | -16 | 1 | 1.1 | -14 | -0.7 | 98* | 2.3
Cc1csc(NC(=O)CSc2ccc(-c3ccccc3)nn2)n1 | 16 | 0.8 | -0.1 | 0 | 4 | 1 | 1 | -3 | -0.9 | 3 | 4.4
COc1cc(C(c2sc3nc(C)nn3c2O)N2CC(C)OC(C)C2)cc(OC)c1OC (stereo not drawn) | 11 | 0.9 | -0.1 | -4 | -16 | 0.9 | 0.9 | 4 | -2.3 | -7 | 0.7
O=C(O)c1ccc(-n2nnnc2SCc2ccccc2F)cc1 | 22 | 0.8 | 0.2 | 0 | -30 | 1 | 1 | 2 | -0.4 | -9 | 3.2
O=C(Nc1ccc(Cl)c(Cl)c1)N(CCCN1CCOCC1)Cc1cccs1 | 10 | 0.9 | -0.1 | 23 | nt | 1 | 1 | 3 | -1.0 | 42 | -0.6
CN(C)S(=O)(=O)n1cnc(-c2ccccc2)c1-c1ccccc1 | 9 | 0.9 | -0.3 | 4 | 16 | 1 | 1 | -2 | 2.3 | 27 | 1.1
CC1(C)CC2CC(C)(CN2C(=O)COC(=O)c2n[nH]c(=O)c3ccccc23)C1 (stereo not drawn) | 11 | 0.9 | -0.1 | -2 | -7 | 1 | 1 | 5 | -0.9 | -7 | 0.5
Cc1ccc(N=C2NC(=O)/C(=C\c3ccsc3)S2)c(C)c1 | 14 | 0.9 | 0.2 | 7 | 1 | 0.8 | 0.8 | -3 | -0.8 | 8 | 0.9
N#CCSc1ncnc2sc3c(c12)CCC3 | 15 | 0.9 | 0.0 | -1 | -4 | 1 | 1 | -16 | 0.0 | -1 | 2.9
Cc1ccccc1Nc1cccc2nonc12 | 16 | 0.8 | -0.2 | -12 | 10 | 0.7 | 0.6 | 23 | -0.8 | 1 | 0.3
